Source: PubChem BioAssay
Rhodamine autofl – rhodamine region autofluorescence. hit rate 0.05% among 59,000. Rhodamine-region fluorescence, 547/598 nm, Tris buffer; stronger effect = higher value. max dye-equivalent concentration, M; in the data active means max dye-equivalent concentration above about 11 nM; inconclusive means between about 1.1 nM and that limit
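Read-out is relative fluorescence at 547 nm excitation and 598 nm emission, expressed as dye-equivalent concentration using rhodamine standards on every plate. Each compound was profiled across a concentration series after 15 min in 100 mM Tris, pH 8.0.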
HEK293 cAMP ctrl – counter-screen for TSHR agonists: cAMP increase in parental HEK293 | parental HEK293 CNG cAMP sensor, membrane potential fluorescence | Potency, µM (highest dose often 57.1 µM), without a hit: at the highest dose activation, hits mostly activators | hit rate 2.5% among 73,000 | AID 938; further: potency means the concentration at half of the fitted maximal effect; % of control where 0% means no effect; nearly all actives have a fitted effect of over 55% in size
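Parental HEK 293 cells stably expressing a modified CNG channel (no TSHR) report cAMP rise as membrane depolarization. Membrane potential dye with 100 uM RO 20-1724 was loaded for 60 min at room temperature, then compound added for 30 min; fluorescence read at 590 nm.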
Tau filament bind – binders of human tau filaments. recombinant tau filaments, thioflavin S fluorescence, 15 h; filaments grown with octadecylsulfate alongside compound. Potency, µM (doses to about 57.1 µM), without a hit: at the highest dose activity change, negative = inhibition. hit rate 2% among 71,000;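 further: potency means the concentration at half of the fitted maximal effect; on the % scale 0 is the no-effect control and ±100 the full control effect; actives lower thioflavin S fluorescence by blocking filaments or displacing dye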
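His-tagged recombinant human tau (exons 2, 3 and 10 included), 1 uM, was induced to fibrillize by 30 uM sodium octadecylsulfate with compound present. After 15 h at 37 C, thioflavine S fluorescence (ex 450, em 510 nm) was read.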
15-hLO inh – 15-hLO (ALOX15) enzyme inhibition | P16050 | purified 15hLO-1, xylenol orange hydroperoxide absorbance | Potency, µM (highest dose often 57.1 µM), inactives show at the top dose activity change, negative = inhibition, most hits filed as inhibitors | hit rate 1.4% among 74,000; further: potency means the concentration at half of the fitted maximal effect; on the % scale 0 is the no-effect control and ±100 the full control effect; nearly all actives have a fitted effect of over 55% in size
Target sequence (P16050 whole entry, looked up): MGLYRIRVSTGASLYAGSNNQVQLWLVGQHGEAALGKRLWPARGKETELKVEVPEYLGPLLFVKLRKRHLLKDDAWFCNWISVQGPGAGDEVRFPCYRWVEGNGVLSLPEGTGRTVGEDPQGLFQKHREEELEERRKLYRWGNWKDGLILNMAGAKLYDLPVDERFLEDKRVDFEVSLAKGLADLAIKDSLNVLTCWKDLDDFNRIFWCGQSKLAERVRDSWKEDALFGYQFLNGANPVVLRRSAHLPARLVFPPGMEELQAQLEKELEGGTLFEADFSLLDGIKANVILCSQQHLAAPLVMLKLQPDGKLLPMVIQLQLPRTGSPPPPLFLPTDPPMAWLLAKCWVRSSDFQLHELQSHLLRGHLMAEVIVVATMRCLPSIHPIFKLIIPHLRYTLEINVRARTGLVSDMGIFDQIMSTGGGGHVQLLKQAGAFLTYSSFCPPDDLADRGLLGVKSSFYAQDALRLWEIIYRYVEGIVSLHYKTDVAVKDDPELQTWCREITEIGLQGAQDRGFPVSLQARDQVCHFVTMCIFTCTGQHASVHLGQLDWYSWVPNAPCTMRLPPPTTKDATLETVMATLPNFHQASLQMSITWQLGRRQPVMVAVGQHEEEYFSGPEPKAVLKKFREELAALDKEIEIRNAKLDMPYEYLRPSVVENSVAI
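Purified human 15hLO-1 (40 nM) in 25 mM Hepes pH 7.5, 0.01% Triton X-100, preincubated 15 min RT with compound, then 50 uM arachidonic acid for 6 min. Hydroperoxide read by ferrous/xylenol orange, 30 min; 573/405 nm absorbance ratio gave progress.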
DNA Pol III inh – blocks replication by bacterial DNA polymerase III holoenzyme; reconstituted DNA polymerase III holoenzyme replication, biochemical; Potency, µM (highest dose often 57.1 µM), without a hit: at the highest dose activity change, negative = inhibition; hit rate 0.25% among 71,000; further: potency means the concentration at half of the fitted maximal effect; on the % scale 0 is the no-effect control and ±100 the full control effect
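Reconstituted *E. coli* holoenzyme (0.35 nM Pol III, 1 nM beta, 154 nM SSB, 2 nM primase) was preincubated with compound for 15 min at RT. Synthesis on 1.4 nM ssM13Gori ran 35 min, then was stopped with PicoGreen/EDTA and read as dsDNA fluorescence.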
HADH2 inh – blocks human hydroxyacyl-CoA dehydrogenase type II; Q99714; recombinant HADH2, NADH fluorescence, beta-hydroxybutyryl-CoA; Potency, µM (titrated, usually from 57.1 µM), inactives show at the top dose activity change, negative = inhibition, most hits filed as inhibitors; hit rate 3.4% among 73,000; AID 886; further: potency means the concentration at half of the fitted maximal effect; on the % scale 0 is the no-effect control and ±100 the full control effect; nearly all actives have a fitted effect of over 60% in size; many of its hits are not listed in these tables
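E. coli-expressed His-tagged HADH2 tested at 20 nM in alkaline Tris buffer (pH 9.0); oxidation of 90 uM beta-hydroxybutyryl-CoA with 1 mM NAD+ tracked fluorimetrically for 4 min.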
USP2a inhib – inhibitors of human ubiquitin-specific protease USP2a. Potency, µM (doses to about 38.3 µM), for inactives: top-dose activity change, negative = inhibition, hits mostly inhibitors. AID 927. hit rate 0.1% among 60,000. USP2a enzymatic assay, qHTS inhibition;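 further: potency means the concentration at half of the fitted maximal effect; nearly all actives have a fitted effect of over 60% in size; plate controls were DMSO for no effect and NEM full inhibition control for full effect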
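Coupled readout: USP2-cleaved Ub-PLA2 (20nM final) turns over NBD C6-HPC (20uM final), Ex 460nm/Em 535nm after 2.5 h, time-zero read flagging artifacts. Enzyme (20nM final, pH 8.0 Tris) given 30 min RT with compound first; NEM defines full inhibition.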
BRCT inh red – BRCT-phosphoprotein interaction inhibition (red fluorophore); P38398; BRCT-phosphopeptide binding, red fluorescence polarization; Potency, µM (highest dose often 76.9 µM), for inactives: at the top dose activity change, negative = inhibition, hits mostly inhibitors; hit rate 0.03% among 75,000; further: on the % scale 0 is the no-effect control and ±100 the full control effect
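Fluorescence polarization: 100 nM His-tagged BRCA1 BRCT with 100 nM TAMRA-labelled phospho-BACH1 decapeptide, phosphate buffer pH 7.3 with 150 mM NaCl, DTT, 0.01% Tween 20; 12 min RT. Binding inhibition seen as FP decrease.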
Casp1 inh – caspase-1 (human) inhibition, allosteric or competitive; Potency, µM (highest dose often 57.5 µM), for the others: top-dose activity change, negative = inhibition, usual class: inhibitors; Caspase-1 enzyme, Ac-WEHD-AFC fluorogenic rate; AID 900; hit rate 0.03% among 75,000; P29466;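 further: potency means the concentration at half of the fitted maximal effect; plate controls were vehicle for no effect and no substrate for full effect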
Target sequence (P29466 120-297 limits assumed): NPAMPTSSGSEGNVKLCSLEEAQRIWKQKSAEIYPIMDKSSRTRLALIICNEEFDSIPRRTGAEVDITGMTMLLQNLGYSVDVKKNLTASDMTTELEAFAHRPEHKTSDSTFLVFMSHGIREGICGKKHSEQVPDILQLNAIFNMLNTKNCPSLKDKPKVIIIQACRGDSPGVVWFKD
Target sequence (P29466 317-404 limits assumed): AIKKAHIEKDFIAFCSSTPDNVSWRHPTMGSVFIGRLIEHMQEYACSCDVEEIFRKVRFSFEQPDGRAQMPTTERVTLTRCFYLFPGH
Caspase-7 inhib – blocks human caspase-7 allosterically or competitively. P55210. recombinant caspase-7, Ac-DEVD-AFC fluorescence rate. Potency, µM (series often up to 57.5 µM), for the others: at the highest dose activity change, negative = inhibition, usual class: inhibitors. hit rate 0.02% among 75,000. AID 889; active means well fitted inhibition curve with a large enough effect in the main read-out, with a control signal flat, not every such curve was filed as active; inconclusive means small, poorly fitted or top-dose-only effect, or a change in a side signal; further: potency means the concentration at half of the fitted maximal effect; % of control where 0% means no effect
BRCT PPI green – inhibitors of human BRCA1 BRCT-phosphoprotein interaction (green fluorophore) | P38398 | BRCA1 BRCT-phosphopeptide binding, green fluorescence polarization | Potency, µM (series often up to 76.9 µM), without a hit: at the top dose activity change, negative = inhibition, most hits filed as inhibitors | hit rate 0.05% among 75,000 | AID 875;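 further: potency means the concentration at half of the fitted maximal effect; plate controls were peptide without protein for full effect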
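Compounds were incubated for 12 min at room temperature with a complex of 100 nM fluorescein-tagged pBACH1 decapeptide and 250 nM His-tagged BRCT protein. Buffer was phosphate pH 7.3 with EDTA, DTT and Tween 20. Disruption of binding lowers the polarization signal.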
Starred values were filed as active, the others as inactive; i = inactive; ? = inconclusive; . = not tested or not shown; [ ] = another dose, or the depositor's remark. Unless noted, the call rests on the fitted dose curve; in most records, active means well fitted curve in the direction sought with a large enough effect; inconclusive means small, poorly fitted or top-dose-only effect, or another doubt; inactive means no such curve, though single readings can be large; an effect the other way counts as inactive or inconclusive. Only part of the results is shown (hit frequency here may not be typical).

cpd	molecule	Rhodamine autofl	DNA Pol III inh	USP2a inhib	HADH2 inh	15-hLO inh	Casp1 inh
1	CN(CCc1ccccn1)Cc1ccc(Cl)cc1Cl	.	0%[11.4 µM]	4%[7.66 µM]	13%[11.4 µM]	-2%[11.4 µM]	0%
2	Cc1cc(NC(=O)C2(c3ccccc3)CCCC2)no1	i	-3%	-6%	4%	0%	1%
3	O=C(NCN1CCN(c2ccccc2F)CC1)c1ccccc1	i	-2%	-5%	2%	3%	2%
4	CNC(=O)Cn1ncc2c(C)n(Cc3ccc(C)cc3)c(C)c2c1=O	.	.	.	7%	6%	-4%
5	Cn1c(=O)n(Cc2ccccc2)c(=O)c2c1nc1n2CCCN1Cc1ccccc1	i	0%	9%	2%	-8%	-2%
6	O=C(CSc1ncccn1)Nc1ccccc1	.	.	.	-22%	-12%	-1%
7	CC(=O)Nc1ccc(S(=O)(=O)N=S(C)C)cc1	i	-14%[11.4 µM]	.	13%[11.4 µM]	1%[11.4 µM]	-1%[11.5 µM]
8	CCCCn1ccnc1C(=O)c1ccc(S(=O)(=O)N(CCOC)CCOC)cc1	i	3%	0%	2%	3%	-2%
9	N#CC1=C(SCC(=O)Nc2cccc3cccnc23)NC(=O)C(C#N)C12CCCCC2 (stereo not drawn)	i	-2%	29%	-14%	-2%	0%
10	COc1ccccc1-c1nc(C#N)c(N2CCN(Cc3ccccc3)CC2)o1	i	5%	-1%	?	-10%	-3%
11	COc1ccc(-n2nc3ccc(NS(C)(=O)=O)cc3n2)cc1Cl	i	-16%	19%	?	-2%	-8%
12	CCOC(=O)C1CCN(CC(=O)Nc2c(C(=O)OC)n(C)c3cccc(C)c23)CC1	i	4%	10%	6%	11%	-1%

cpd	Tau filament bind	Caspase-7 inhib	HEK293 cAMP ctrl	BRCT inh red	BRCT PPI green
1	-6%[11.4 µM]	0%	17%[11.4 µM]	-0.8%	-2.7%
2	-1%	2%	11%	-0.7%	-0.6%
3	-2%	-1%	7%	-0.6%	3.9%
4	.	0%	4%	-1.7%	-0.5%
5	0%	0%	15%	0.2%	-2.7%
6	.	0%	?	0.4%	-1.4%
7	-7%[11.4 µM]	0%[11.5 µM]	4%[11.4 µM]	0.5%[15.4 µM]	-3.2%[15.4 µM]
8	-13%	-3%	5%	1.1%	0.1%
9	-23%	-8%	20%	-1.9%	-0.3%
10	23%	-2%	?	-2.9%	0.8%
11	-6%	-16%	3%	-1.0%	-2.5%
12	-5%	-2%	2%	0.4%	-2.2%

Reprinted at random: two records from the list.
cpd	molecule	Rhodamine autofl	DNA Pol III inh	USP2a inhib	HADH2 inh	15-hLO inh	Casp1 inh
5	Cn1c(=O)n(Cc2ccccc2)c(=O)c2c1nc1n2CCCN1Cc1ccccc1	i	0%	9%	2%	-8%	-2%
12	CCOC(=O)C1CCN(CC(=O)Nc2c(C(=O)OC)n(C)c3cccc(C)c23)CC1	i	4%	10%	6%	11%	-1%

cpd	Tau filament bind	Caspase-7 inhib	HEK293 cAMP ctrl	BRCT inh red	BRCT PPI green
5	0%	0%	15%	0.2%	-2.7%
12	-5%	-2%	2%	0.4%	-2.2%

Shown screen by screen: entries from further up.
11: COc1ccc(-n2nc3ccc(NS(C)(=O)=O)cc3n2)cc1Cl
12: CCOC(=O)C1CCN(CC(=O)Nc2c(C(=O)OC)n(C)c3cccc(C)c23)CC1

| Screen / compound no. | 11 | 12 |
| --- | --- | --- |
| Rhodamine autofl | i | i |
| DNA Pol III inh | -16% | 4% |
| USP2a inhib | 19% | 10% |
| HADH2 inh | ? | 6% |
| 15-hLO inh | -2% | 11% |
| Casp1 inh | -8% | -1% |
| Tau filament bind | -6% | -5% |
| Caspase-7 inhib | -16% | -2% |
| HEK293 cAMP ctrl | 3% | 2% |
| BRCT inh red | -1.0% | 0.4% |
| BRCT PPI green | -2.5% | -2.2% |

Carrying on.
cpd	molecule	Rhodamine autofl	DNA Pol III inh	USP2a inhib	HADH2 inh	15-hLO inh	Casp1 inh
13	CCOC(=O)CSc1nc2ccccc2n1CC(=O)N(C(C)C)C(C)C	i	0%	5%	12%	-7%	2%
14	COc1ccc(-c2cc(=O)c3cc(OC)ccc3o2)cc1	.	.	0%	.	-3%	2%
15	CC(C)N(Cc1cc2ccccc2[nH]c1=O)C(=O)C(C)(C)C	i	-2%	7%	-10%	-4%	-1%
16	O=C(CSc1nccn1-c1ccccc1)Nc1ccc2c(c1)OCO2	i	1%	8%	-8%	4%	1%
17	CCC(C)n1[nH]c(=O)c2c(C)cc(C)nc21 (stereo not drawn)	i	-6%	-1%	11%	-12%	-3%
18	COc1ccc(OC)c(N(CC(=O)NC2CC2)S(=O)(=O)c2ccc(C)cc2)c1	.	2%	7%	2%	11%	-1%
19	Cc1cccc(N2C(N)=C(C#N)C(C#N)(C#N)C2c2ccccc2)c1 (stereo not drawn)	i	3%	11%	-28%	?	-4%
20	O=C(c1cccs1)N1CCN(C(=O)c2ccco2)c2ccccc2C1	i	-7%	6%	2%	1%	-1%
21	NC(=O)C1CCN(C2CC(=O)N(c3cccc(F)c3)C2=O)CC1 (stereo not drawn)	i	-4%	-8%	-6%	0%	-1%
22	O=C(c1cnccn1)N1CCc2ccccc21	i	?	4%	1%	16µM*	-2%
23	C#CCNc1c(C)c(C)nc2ncnn12	i	0%	-8%	2%	5%	0%
24	OCc1cn(-c2ccccc2)nc1-c1ccc(-c2nn(-c3ccccc3)cc2CO)cc1	.	-6%	31%[activator]	?	-12%	-1%

cpd	Tau filament bind	Caspase-7 inhib	HEK293 cAMP ctrl	BRCT inh red	BRCT PPI green
13	12%	-1%	18%	-0.7%	-1.8%
14	.	1%	.	0.8%	-4.8%
15	-5%	0%	?	-0.9%	1.1%
16	-9%	-1%	-4%	0.5%	2.4%
17	-16%	1%	14%	0.5%	0.2%
18	10%	0%	6%	-2.0%	-0.4%
19	-8%	0%	14%	-0.9%	0.0%
20	-7%	-1%	6%	2.1%	-3.9%
21	14%	1%	-5%	0.6%	-3.0%
22	-7%	0%	-6%	-1.1%	-1.0%
23	0%	-1%	?	0.4%	-1.4%
24	51%	-2%	-2%	-0.1%	-0.7%

Next structures follow:
cpd	molecule	Rhodamine autofl	DNA Pol III inh	USP2a inhib	HADH2 inh	15-hLO inh	Casp1 inh
25	COc1cc(CNc2ccc3[nH]c(=O)[nH]c3c2)cc(Cl)c1OCC(=O)NC(C)(C)C	i	-8%	31%[activator]	-5%	?	?
26	COc1cc(-c2nnc3sc(-c4cccs4)nn23)cc(OC)c1OC	i	-2%	17%	?	-2%	-3%
27	Cc1ccc(NC(=O)c2oc3ccc(S(=O)(=O)N4CCOCC4)cc3c2C)cc1C	i	-6%	22%	5%	-1%	-2%
28	O=C(O)CSCCn1cccn1	i	-4%	10%	4%	-1%	2%
29	CCn1c(COc2ccc(C)cc2)nnc1SCC(=O)Nc1ccc2c(c1)OCCO2	i	-2%	.	3%	-1%	1%
30	CCOC(=O)CSc1nc(N)c(C#N)c(-c2cccs2)c1C#N	.	3%	1%	-5%	-8%	-3%
31	CCn1nc(C)c(Oc2ccccc2O)c1C	i	-5%	-5%	-4%	?	0%
32	COc1cc2c(cc1OC)C1=C(C#N)CCC(=O)N1CC2	i	-4%	-11%	12%	16%	1%
33	CC(=O)N1CCC2(CCCN(C(=O)Nc3cccc(F)c3)C2)CC1	i	-7%	-3%	4%	11%	0%
34	NC(=O)c1c(-c2ccccc2)oc2ccc(O)cc12	i	0%	2%	-7%	-2%	-1%
35	CCCn1c(SCC(=O)Nc2ccccc2CC)nnc1C(C)C	i	-5%	0%	-3%	1%	0%

cpd	Tau filament bind	Caspase-7 inhib	HEK293 cAMP ctrl	BRCT inh red	BRCT PPI green
25	10µM*	-16%	-10%	-0.9%	-2.0%
26	27%	1%	-4%	2.0%	0.9%
27	55%	0%	?	-0.6%	3.2%
28	-6%	1%	1%	-0.4%	-3.7%
29	-14%	0%	10%	-0.9%	2.3%
30	63%	-6%	21%	-0.8%	1.8%
31	-10%	3%	30%	1.1%	-3.0%
32	1%	-2%	-2%	0.3%	1.0%
33	9%	1%	10%	-0.5%	-6.6%
34	12%	0%	-4%	0.1%	0.3%
35	4%	1%	16%	-0.4%	-0.9%
